# inhibitors of VEEV: inhibitors of VEEV TC-83 cytopathic effect, confirmation, Vero cells (AID 588727); Vero cells, VEEV TC-83 cytopathic effect inhibition; higher % means a stronger effect; 350,000 compounds, 0.13% hits; inhibition, % at 20 µM, or IC50 in µM where a hit was titrated; in the data active means a potency from the dose series; inconclusive means inhibition mostly from about 14% at the one dose, without a potency; inactive means the rest, 99 in 100 with inhibition below about 12%; further: strong numbers were not always called active
# M. tuberculosis: growth inhibition of non-replicating M. tuberculosis (AID 488890) | inhibition, % at 25 µM; hits with a dose series show IC50 in µM | Mycobacterium tuberculosis non-replicating, growth inhibition; higher % means a stronger effect | 320,000 compounds, 0.39% hits; in the data active means a potency from the dose series; inconclusive means inhibition mostly from about 82% at the one dose, without a potency; inactive means the rest, 99 in 100 with inhibition below about 76%;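 further: plate controls were DMSO cells for no effect and high antibiotic wells for full effect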
# H1N1 NS1A inhibition: NS1A inhibition, H1N1 influenza, cell based functional assay (AID 504329); NS1A functional cell-based assay, percent inhibition; higher % means a stronger effect; inhibition, % at 12.5 µM; hits with a dose series show IC50 in µM; 340,000 compounds, 0.3% hits; in the data active means a potency from the dose series; inconclusive means inhibition above about 27% without an active follow-up result; further: strong numbers were not always called active
# M. tuberculosis HTS: M. tuberculosis growth inhibition, HTS (AID 449762) | M. tuberculosis H37Rv growth inhibition, 7H9 media; higher % means a stronger effect | one-dose inhibition, % at 25 µM; IC50 in µM for titrated hits | 330,000 compounds, 0.59% hits; in the data active means a potency from the dose series; inconclusive means inhibition above about 70% without an active follow-up result;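 further: bacterial growth assessed after seven days of incubation; strong numbers were not always called active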
# PhoP GFP inhibition: PhoP regulon inhibitors, Salmonella typhi PhoP promoter GFP reporter, confirmatory (AID 1850); Salmonella Typhi PhoP-promoter GFP reporter, fluorescence, 4 h; higher % means a stronger effect; one-dose inhibition, % at 50 µM; IC50 in µM for titrated hits; 310,000 compounds, 0.33% hits; in the data active means a potency from the dose series; inconclusive means inhibition mostly from about 25% at the one dose, without a potency; inactive means the rest, 99 in 100 with inhibition below about 19%;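 further: 0% = induced wells with vehicle and 100% = uninduced wells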
# inhibitors of VEEV 10K pilot screen: second read-out of inhibitors of VEEV, no call of its own (marks repeat the call); inhibition, %; measured here: 10K pilot screen inhibition
# * marks the source's active call; other numbers are inactive results; i = inactive; ? = inconclusive; nt = no result given; & = joins results of further samples; ! = a repeat was not active.
SMILES,inhibitors of VEEV,M. tuberculosis,H1N1 NS1A inhibition,M. tuberculosis HTS,PhoP GFP inhibition,others
CC(=O)c1nc2ccccc2n1CCc1ccccc1,2.9%,3.9%,-1.2%,-1.9%,1.4%,
Cc1[nH]n(-c2ccccc2)c(=O)c1CCOC(=O)c1ccc(C(F)(F)F)cc1,1.9%,24.3%,-1.9%,1.5%,4.1%,
CC1(C)C2CCC(C2)C1(C)NC(=O)CN1CCOCC1 (configuration not stated),0.1%,-1.9%,-0.7%,-9.9%,9.6%,
COc1ccc(S(=O)(=O)N(C)C[C@H]2Oc3ccc(NS(=O)(=O)c4cccs4)cc3C(=O)N([C@H](C)CO)C[C@@H]2C)cc1,2.9%,nt,-2.3%,nt,nt,
Cc1ccc(-n2ncc3c2CC(C)(C)CC3NC(=O)CCN2CCCO2)cc1 (configuration not stated),0.3%,3.3%,-9.1%,5.8%,-2.7%,
CCC1CC2CC(NC(C)=O)C1C2 (configuration not stated),0.8%,8.4%,5.2%,-7.1%,5.6%,
Cc1nn(Cc2ccc(F)cc2)c(C)c1NC(=O)CCCn1nc([N+](=O)[O-])cc1C,0.9%,1.3%,-5.1%,-2.1%,0.4%,
COc1ccc(CCNC(=O)C2CCN(S(=O)(=O)c3cccc4nsnc34)CC2)cc1OC,i,-17.6%,-0.1%,6.1%,2.7%,
NS(=O)(=O)c1ccc(CNC(=O)c2cccc(Oc3ccccc3)c2)cc1,1.1%,1.7%,20.8%,2.4%,-13.0%,
CC(C)CNC(=O)NC(=O)COC(=O)Cn1cnc2ccccc2c1=O,0.3%,-9.4%,-1.2%,-1.6%,-4.4%,
CN1CCN(CCCN2c3ccccc3Sc3ccc(C(F)(F)F)cc32)CC1,2.5%&0.5%&3.3%,67.0%,25.2%&19.1%&6.8%,?,46.4µM*!,
O=C1CCCC2=C1C(c1ccc(O)c(Br)c1)C1=C(CCCC1=O)N2c1ccccc1,6.9%,29.4%,-6.2%,2.3%,4.5%,
CC(N=C1NS(=O)(=O)c2ccccc21)c1ccccc1 (configuration not stated),1.0%,2.4%,0.0%,-3.5%,-1.2%,
Cc1cc(N)n(-c2ccc(S(N)(=O)=O)cc2[N+](=O)[O-])n1,5.7%,10.8%,12.6%,-1.3%,8.3%,
O=C(CSc1nc2ccccc2c(=O)n1-c1ccccc1F)NC1CC1,7.2%,-0.4%,-4.4%,-8.3%,nt,
Cc1c(NC(=O)OC(C)C)sc(=S)n1C,0.6%,-13.9%,-0.3%,-3.3%,-12.3%,
COCCC(=O)N1CCC(Oc2ccc(C(=O)NCCC3=CCCCC3)cc2)CC1,0.0%,26.0%,-8.6%,5.3%,1.2%,
CCSC1=N/C(=C\c2ccc(-c3ccccc3[N+](=O)[O-])o2)C(=O)S1,6.5%,?,3.8%,65.3%,-8.5%,
COc1ccc(OCc2cc(C(=O)N3CCN(CC4CC4)CC3)no2)c(Cl)c1,2.7%,4.7%,-1.4%,8.4%,8.6%,
CC(=O)Cn1ncc(N2CCCCC2)c(Cl)c1=O,0.1%,5.3%,-0.1%,9.8%,-2.1%,
Cn1nc(C(C)(C)C)c(NC(=O)c2ccc(F)cc2)c1C(C)(C)C,0.5%,-9.5%,0.8%,3.4%,1.2%,
CC1CN(C(=O)c2cc3c(=O)n4ccccc4nc3n2C)CC(C)O1 (configuration not stated),0.4%,-14.6%,3.5%,2.7%,6.9%,
COc1ccc(NC(=O)NC2CCCCCCC2)cc1OC,1.2%,9.1%,-2.0%,-11.6%,-10.4%,
Cc1ccc(CNC(=O)c2ccc(CS(=O)Cc3cccc(Cl)c3)o2)cc1 (configuration not stated),2.0%,18.1%,3.6%,4.7%,-12.2%,
CCOc1cccc2sc(=NC(=O)CCS(=O)(=O)c3ccc(F)cc3)n(C)c12,4.7%,4.3%,9.6%,-4.6%,-5.1%,
CCCn1c(SCC(=O)NCCc2ccc(Cl)cc2Cl)n[nH]c1=O,0.2%,-1.0%,-3.2%,-6.6%,-14.6%,
COc1cccc(-c2cc(C(F)(F)F)n3nc(C(=O)N4CCC5(CC4)OCCO5)cc3n2)c1,1.6%,24.8%,-4.1%,8.7%,2.4%,
Cc1ccc(O)c(C(=O)/C=C/c2ccc3c(c2)OCCCO3)c1,7.9%,?,-7.9%,36.0%,-10.9%,
Cc1ncc([N+](=O)[O-])n1CCOC(N)=O,i,-12.2%,0.5%,-2.7%,-3.8%,
CN(C)CC[C@@H](c1ccc(Br)cc1)c1ccccn1,2.5%,6.9%,-0.8%,20.6%,6.0%,
Cc1ccc(NC(=O)N(C)c2ccccc2)cc1,0.2%,-2.5%,3.3%,2.3%,3.1%,
Cc1ccc(CNC(=O)c2ccc(CN3CCOCC3)cc2)cc1,5.2%,12.5%,-1.5%,3.1%,3.3%,
CCC1CCC(NC2CCCCNC2=O)CC1 (configuration not stated),0.1%,-2.4%,-24.6%,-0.6%,-13.4%,
CC(/C=N/N1CCN(c2ccccc2)CC1)=C\c1ccccc1,4.3%,-1.6%,-11.2%,-3.6%,15.9%,
CCc1nccn1CCC(=O)N1CCc2c([nH]c3ccccc23)C1CC(C)C (configuration not stated),0.4%,35.3%,3.2%,-3.5%,-1.4%,
CC(=O)c1ccc(S(=O)(=O)N2CCC(Oc3ccc(-n4cnnn4)cc3)CC2)cc1,0.9%,3.1%,2.8%,-2.2%,-3.2%,
CC(C)OC(=O)c1ccc(Cn2nnc3ccccc3c2=O)cc1,i,69.4%,-0.7%,-7.2%,-0.2%,
CC1(C)CC(=O)C(C=NCCN2CCN(C(=O)CCl)CC2)=C(O)C1,11.5%,nt,8.2%,8.7%,-1.5%,
COc1ccc(N(CC(=O)N/N=C/c2cc(OC)ccc2OC)S(=O)(=O)c2ccccc2)cc1,1.2%,43.8%,-9.4%,-0.3%,-22.1%,
Cc1cc(C(=O)N/N=C/c2ccc3c(c2)OCO3)c(C)o1,0.8%,18.4%,-4.9%,-1.9%,16.8%,
CC(C)N(Cc1ccccc1)C(=S)Nc1ccc(OC(F)F)cc1,1.4%,4.0%,-2.6%,11.5%,-8.9%,
CCOc1ccc(C(=O)N(CC(=O)Nc2cccc(C)c2C)CC2CCCO2)cc1OC (configuration not stated),i,-7.5%,-4.5%,-3.3%,nt,
Nc1ncc(C(=O)O)c(-c2ccccc2)n1,i,nt,4.9%,nt,nt,
Cc1ccc(C(=O)N2CCc3ccccc32)cc1C,i,nt,5.4%,nt,nt,
CCOC(=O)N1CCN(CC(=O)Nc2ccc([N+](=O)[O-])cc2C(=O)Nc2ccccc2F)CC1,9.0%,14.4%,5.9%,1.4%,-5.9%,
COCCCn1c(SCC(=O)NC2CCCC2)nnc1-c1cccs1,2.2%,-5.8%,10.1%,4.6%,7.9%,
CC12CCC(C(=O)NCCN3CCCCC3)(CC1=O)C2(C)C (configuration not stated),i,0.4%,-3.9%,4.0%,15.5%,
Oc1c(Cl)cc(Cl)cc1C=Nc1ccc(Br)cc1,0.8%,?,0.8%,5.6%,5.4%,
CC(=O)c1ccc(S(=O)(=O)Nc2ccc(S(=O)(=O)N3CCCCC3)cc2)cc1,9.6%,25.6%,-1.8%,10.9%,nt,
COc1ccc(C(CNC(=O)c2ccc(N3CCCC3=O)cc2)N2CCCC2)cc1 (configuration not stated),i,-8.9%,-3.9%,-6.2%,nt,
O=C(CCCCCN1C(=O)CCC1=O)Nc1ncn[nH]1,0.0%,-9.1%,0.5%,-1.7%,-2.6%,
Cc1cccn2c(=O)c(C=Nc3ccccc3)c(NCCO)nc12,0.8%,-1.5%,-1.9%,-5.2%,-1.2%,
O=[N+]([O-])c1ccc(N2CCN(Cc3ccncc3)CC2)cc1,1.4%,30.3%,1.6%,1.8%,-6.8%,
O=C(c1cn(CC(=O)N2CCCC2)c2ccccc12)C1CCCCC1,3.3%,-1.4%,-12.4%,2.7%,0.7%,
COc1ccc(C(=O)CSc2ccc(-c3ccco3)nn2)cc1,0.4%,67.2%,6.8%,2.4%,-20.1%,inhibitors of VEEV 10K pilot screen=1.6
Cc1cc(CN2CCCCC2C(=O)Nc2ccc(Oc3cccnc3)cc2)oc1C (configuration not stated),6.8%,15.8%,-6.7%,-8.3%,-6.0%,
COc1ccccc1C(C)NCC(=O)NCc1ccc(C)cc1 (configuration not stated),i,-1.1%,-3.3%,-2.3%,-15.6%,
O=C(OCc1nc(-c2ccccc2)oc1COC(=O)c1ccco1)c1ccco1,i,37.1%,-0.9%,2.2%,-2.9%,
COc1cccc(N2C(=O)Nc3ccc(Br)cc3C2(O)C(=O)NCCN(C)C)c1 (configuration not stated),i,-6.5%,-3.8%,-1.9%,-4.1%,
CCOc1ccc(CCN2C(=O)C(=O)N([C@@H](Cc3ccc(O)cc3)CN3CCC[C@@H]3CN3C(=O)C(=O)NC[C@@H]3Cc3ccccc3)C[C@@H]2Cc2ccccc2)cc1,2.3%,nt,5.2%,nt,nt,
# Continuation.
SMILES,inhibitors of VEEV,M. tuberculosis,H1N1 NS1A inhibition,M. tuberculosis HTS,PhoP GFP inhibition,others
O=C(COc1ccccc1)Nc1nnc(-c2ccc(F)cc2)o1,1.4%,?,8.2%,4.5%,4.1%,
O=C(O)C1CCN(c2c([N+](=O)[O-])cc(C(F)(F)F)cc2[N+](=O)[O-])CC1,6.4%,-11.2%,8.1%,-0.9%,5.6%,
CC1(NC(=O)CCc2ccccc2)CCN(CCCc2ccccc2)C1=O (configuration not stated),i,-3.9%,-13.5%,-3.6%,nt,
CCc1cc2c(=O)c(-c3ccc(F)cc3)c(C(F)(F)F)oc2cc1OCC(=O)O,nt,-0.3%,nt,0.1%,-10.4%,
O=C1NCCN/C1=C\C(=O)c1ccc(Br)cc1,6.2%,0.1%,nt,-4.0%,-14.1%,
CC1CCC2C(=O)N(c3ccc(NC4CCN(Cc5ccccc5)CC4)c([N+](=O)[O-])c3)C(=O)C2C1 (configuration not stated),i,26.6%,2.4%,-1.8%,7.0%,
Cc1cc(Oc2ccc(N)cn2)cc(C)c1Cl,6.4%,-4.2%,0.0%,3.6%,10.5%,
CCOc1ccc(C2c3c(oc4ccccc4c3=O)C(=O)N2c2ccc(C)cn2)cc1OC (configuration not stated),0.2%,33.2%,-2.9%,5.0%,2.1%,

# In the list so far, twelve contain fluorine.
SMILES,inhibitors of VEEV,M. tuberculosis,H1N1 NS1A inhibition,M. tuberculosis HTS,PhoP GFP inhibition,others
Cc1[nH]n(-c2ccccc2)c(=O)c1CCOC(=O)c1ccc(C(F)(F)F)cc1,1.9%,24.3%,-1.9%,1.5%,4.1%,
Cc1nn(Cc2ccc(F)cc2)c(C)c1NC(=O)CCCn1nc([N+](=O)[O-])cc1C,0.9%,1.3%,-5.1%,-2.1%,0.4%,
CN1CCN(CCCN2c3ccccc3Sc3ccc(C(F)(F)F)cc32)CC1,2.5%&0.5%&3.3%,67.0%,25.2%&19.1%&6.8%,?,46.4µM*!,
O=C(CSc1nc2ccccc2c(=O)n1-c1ccccc1F)NC1CC1,7.2%,-0.4%,-4.4%,-8.3%,nt,
Cn1nc(C(C)(C)C)c(NC(=O)c2ccc(F)cc2)c1C(C)(C)C,0.5%,-9.5%,0.8%,3.4%,1.2%,
CCOc1cccc2sc(=NC(=O)CCS(=O)(=O)c3ccc(F)cc3)n(C)c12,4.7%,4.3%,9.6%,-4.6%,-5.1%,
COc1cccc(-c2cc(C(F)(F)F)n3nc(C(=O)N4CCC5(CC4)OCCO5)cc3n2)c1,1.6%,24.8%,-4.1%,8.7%,2.4%,
CC(C)N(Cc1ccccc1)C(=S)Nc1ccc(OC(F)F)cc1,1.4%,4.0%,-2.6%,11.5%,-8.9%,
CCOC(=O)N1CCN(CC(=O)Nc2ccc([N+](=O)[O-])cc2C(=O)Nc2ccccc2F)CC1,9.0%,14.4%,5.9%,1.4%,-5.9%,
O=C(COc1ccccc1)Nc1nnc(-c2ccc(F)cc2)o1,1.4%,?,8.2%,4.5%,4.1%,
O=C(O)C1CCN(c2c([N+](=O)[O-])cc(C(F)(F)F)cc2[N+](=O)[O-])CC1,6.4%,-11.2%,8.1%,-0.9%,5.6%,
CCc1cc2c(=O)c(-c3ccc(F)cc3)c(C(F)(F)F)oc2cc1OCC(=O)O,nt,-0.3%,nt,0.1%,-10.4%,
